MBNL1-CUG inh – inhibitors of human MBNL1 binding to CUG repeat RNA. TR-FRET MBNL1-His/biotin-(CUG)12 binding, 665/545 ratio. Potency, µM (highest dose often 57.5 µM), for inactives: top-dose activity change, negative = inhibition, hits mostly inhibitors. actives 0.036% (n = 280,000). AID 2675; active = well fitted inhibition curve with a large enough effect in the signal ratio, with a control signal flat, not every such curve was filed as active; inconclusive = small, poorly fitted or top-dose-only effect, or effect the other way, or a change in a side signal; inactive = no such curve, though single readings can be large or run the other way; the % refers to the signal ratio; note: % is set by controls: 0 for no effect and ±100 for the full control effect
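MBNL1-His + Biotin-(CUG)12, cpd titration 92 nM–58 uM; Tb anti-His Ab 0.055 ng/ul, SA-XL665 5 nM (final); 60 min RT; ratiometric 665/545 nm, Ex 340 nm; normalized to buffer and full-complex controls.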
ELG1 genotoxic – inducers of genotoxicity in HEK293T ELG1-luciferase cells; HEK293T ELG1-luciferase reporter, luminescence, 16 h; Potency, µM (top dose mostly 46 µM), for the others: at the top dose activity change, positive = activation, most hits filed as activators; AID 504466; actives 1.3% (n = 330,000); note: % of control where 0% means no effect; nearly all actives have a fitted effect of over 60% in size
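Luminescence read-out: rising ELG1-luciferase signal, reflecting elevated ELG1 protein under genetic stress, flags genotoxic compounds. Cells were treated for 16 hr at 37 °C before ONE-Glo detection.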
BRCA1 expr up – increases BRCA1 expression | MCF7-BRCA1-FFLuc reporter, luminescence, 48 h; response scale: scaled: vehicle 0%, 10 µM genistein 100% | Potency, µM (doses to about 46.1 µM), without a hit: at the top dose activation, usual class: activators | actives 1.1% (n = 380,000) | AID 624202; note: nearly all actives have a fitted effect of over 80% in size; some results filed as inactive show a strong effect at the top dose
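Cells: MCF7-BRCA1-FFLuc, 2000/well. Exposure: 48 h, 37 °C, 5% CO2. Read: luminescence, 15 min post-substrate. Controls: genistein 10 microM (maximal activation), DMSO (neutral).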
RORgamma inh – blocks mouse ROR gamma transcriptional activity. P51450. Drosophila S2 Gal4-RORgamma UAS-luciferase reporter, 20 h. Potency, µM (titrated, usually from 53.6 µM), for the others: top-dose activity change, negative = inhibition, most hits filed as inhibitors. actives 5.4% (n = 310,000); note: % is set by controls: 0 for no effect and ±100 for the full control effect; nearly all actives have a fitted effect of over 60% in size
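Stably transfected Drosophila Schneider cells are the test system, with ROR gamma fused to Gal4 and luciferase under UAS control; luminescence is read after 20 hr of 700 uM copper sulfate induction at ambient temperature.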
p53 reactivation – mutant p53 re-activation in reporter cells; H1299 p53-A138V BP100-luciferase reporter, luminescence, 24 h; Potency, µM (titrated, usually from 92.2 µM), for the others: top-dose activity change, positive = activation, usual class: activators; actives 0.063% (n = 320,000); note: % of control where 0% means no effect; nearly all actives have a fitted effect of over 45% in size
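H1299 (p53-null), stable ts p53-A138V + BP100-Luc; 1000 cells/well, Opti-MEM/10% FBS; cpd 4 pt, 1:5; 24 h, 37 deg C, 5% CO2; detection reagent 10 min RT; luminescence.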
CXXC DNA block – blocks binding of human MLL CXXC domain to DNA. Q03164. MLL-CXXC / FITC-HOXA9 DNA fluorescence polarization. Potency, µM (highest dose often 115 µM), for inactives: top-dose activity change, negative = inhibition, usual class: inhibitors. actives 0.037% (n = 290,000); active = well fitted inhibition curve with a large enough effect in the polarisation, with a control signal flat, not every such curve was filed as active; inconclusive = small, poorly fitted or top-dose-only effect, or effect the other way, or a change in a side signal; inactive = no such curve, though single readings can be large or run the other way; the % refers to the polarisation
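Fluorescence polarization: 7 uM MLL-CXXC (stock) preincubated 5 min with compounds, then 50 nM fluorescein-HOX-A9 DNA (stock) added; 30 min ambient. Buffer 50 mM Tris-HCl pH 7.5, 50 mM NaCl, 1 mM DTT, 0.05% BSA.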
VP16 counter – inhibits Gal4-VP16 luciferase reporter, ROR gamma counter-screen; Drosophila S2 Gal4-VP16 UAS-luciferase, luminescence, 20 h; Potency, µM (doses to about 53.6 µM), inactives show top-dose activity, negative = inhibition, most hits filed as inhibitors; actives 3.5% (n = 310,000);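 note: Gal4-VP16 expression switched on by copper sulfate through the metallothionein promoter; % is set by controls: 0 for no effect and ±100 for the full control effect; nearly all actives have a fitted effect of over 50% in size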
FLuc modulator – firefly luciferase modulation, counter-screen for miR-21 project; P08659; purified FLuc, Km substrates, luminescence inhibition; Potency, µM (doses to about 57.5 µM), inactives show at the top dose activity change, negative = inhibition, hits mostly inhibitors; actives 6.9% (n = 360,000);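 note: plate controls were vehicle for no effect and reference inhibitor for full effect; nearly all actives have a fitted effect of over 55% in size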
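Purified P. pyralis luciferase (10nM final) with 10uM D-luciferin and 10uM ATP (Km levels) in 50mM Tris acetate pH 7.5, 10mM Mg acetate, 0.01% Tween-20, 0.05% BSA; qHTS 6-point titration, ~60 µM downward; luminescence read.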
uPA surface inh – cell surface uPA generation inhibition. cell surface uPA generation assay, qHTS. actives 0.31% (n = 330,000). Potency, µM (doses to about 38.3 µM), for the others: at the highest dose activity change, negative = inhibition, hits mostly inhibitors. AID 540303; active = well fitted inhibition curve with a large enough effect; inconclusive = small, poorly fitted or top-dose-only effect; inactive = no such curve, though single readings can be large or run the other way; tested in mouse RAW 264.7 cells; note: % is set by controls: 0 for no effect and ±100 for the full control effect; nearly all actives have a fitted effect of over 55% in size
Rab9 promoter act – Rab9 promoter activation | actives 2.8% (n = 320,000) | AID 485297 | Huh7 Rab9 promoter-luciferase reporter, luminescence, 24 h | Potency, µM (series often up to 9.22 µM), for the others: at the highest dose activation, negative = inhibition, usual class: activators; note: % of control where 0% means no effect; nearly all actives have a fitted effect of over 60% in size
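Using Huh7 cells stably transfected with Rab9 promoter–luciferase, compounds were incubated 24 h at 37 °C, 5% CO2; luciferase luminescence was read 10 min after reagent addition.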
NPC1 promoter act – activators of NPC1 promoter; actives 2.4% (n = 320,000); Potency, µM (highest dose often 9.22 µM), for the others: top-dose activation, usual class: activators; Huh7 NPC1 promoter luciferase reporter, 24 h;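 note: % of control where 0% means no effect; nearly all actives have a fitted effect of over 60% in size; reporter is driven by a mutant NPC1 promoter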
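Readout is luciferase luminescence, reflecting NPC1 promoter activation in stably transfected Huh7 cells after 24 h compound exposure at 37 °C in reduced-serum medium with 10% FBS.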
* hit, by the source's call; ? = inconclusive; · = no result given; [ ] = dose if it differs, or a comment. Unless noted, calls come from the whole dose curve; as a rule, active = well fitted curve in the direction sought with a large enough effect; inconclusive = small, poorly fitted or top-dose-only effect, or another doubt; inactive = no such curve, though single readings can be large; an effect the other way counts as inactive or inconclusive. Potency is the fitted concentration of half-maximal effect.

SMILES	MBNL1-CUG inh	ELG1 genotoxic	BRCA1 expr up	RORgamma inh	p53 reactivation	CXXC DNA block	VP16 counter	FLuc modulator	uPA surface inh	Rab9 promoter act	NPC1 promoter act
CCCn1c(N)c(Sc2ccccc2)c(=O)n(CCC)c1=O	2%	0%	4%	25%	-18%	5%	1%	5%	-8%	-5%	-5%
CCOC(=O)N/N=C\c1ccc(-c2cccc(C(F)(F)F)c2)o1	·	2%	-23%	43%	-4%	4%	-1%	-6%	3%	1%	-5%
CN(C(=O)CSc1ccc(S(=O)(=O)N2CCCCC2)cn1)c1ccccc1	·	1%	-13%	·	0%	·	·	2%	-1%	-4%	-8%
COc1ccc(CCCc2nnc(SCC(=O)Nc3cc(C)c(C)cc3Br)o2)cc1	-6%	-7%	-16%	1%	-10%	3%	-10%	-2%	3%	-4%	-2%
CCCCNC(=O)N(O)C1N(CCCC)C(=O)N(CC(=O)OC)C1(C)C (configuration not stated)	?	0%	-2%	-4%	-5%	-8%	4%	-1%	-10%	-11%	0%
COc1ccc(/C=N/NS(=O)(=O)c2ccccc2)cc1OS(=O)(=O)c1ccc(C)cc1	3%	-2%	11%	?	12%	-8%	4%	0%	5%	-4%	0%
COC(=O)c1scc(C)c1N/N=C(\C)c1ccc(F)cc1	0%	-2%	-114%[inhibitor]	-2%	8%	-7%	-3%	-20%	4%	-24%	-14%
CCCOc1cccc(C(=O)NCCCNC(=O)c2ccccn2)c1	-1%	-1%	-5%	·	·	-4%	·	1%	-1%	-1%	2%
Cc1ccc(N2CC(NS(=O)(=O)c3cccs3)CC2=O)cc1C (configuration not stated)	·	7%	12%	·	8%	·	·	-3%	3%	4%	1%
CCOc1cccc(/C(O)=C2/C(=O)C(=O)N(CCN3CCOCC3)C2c2cccnc2)c1 (configuration not stated)	-2%	1%	-8%	3%	-1%	-7%	-2%	1%	1%	-9%	-2%
COc1ccc(N(C)C(=O)CCS(=O)(=O)c2cccc3nonc23)cc1	?	·	-11%	-5%	·	0%	0%	1%	0%	·	·
CCN(CC)C(CNS(=O)(=O)c1ccc(Cl)cc1)c1ccccc1 (configuration not stated)	-10%	-5%	5%	21%	-2%	3%	-13%	-1%	·	3%	-3%
COC(=O)c1ccc(C(=O)OC)c(NC(=O)COC(=O)CCOc2ccc(C)cc2)c1	·	·	-20%	·	6%	·	·	-3%	-1%	-2%	7%
O=C(NCCCN1CCOCC1)c1cc2c(s1)CCCC2	3%	8%	55%	20%	6%	0%	2%	3%[2.3 µM]	0%	16%	11%
O=C(NCCCN1CCOCC1)c1ccc2c(=O)n(Cc3ccc(Cl)cc3)c(=S)[nH]c2c1	-1%	-1%	-10%	11µM*	13%	3%	?	-2%	?	-9%	2%
CC(C)(C)c1ccccc1OCCOCCNCc1ccccc1	-12%	-6%	-23%	-7%	-5%	8%	-12%	0%	3%	2%	-3%
CC(C)(C)OC(=O)N1CCN(C(=O)c2[nH]cnc2C(=O)Nc2nccs2)CC1	·	1%	16%	·	5%	·	·	-9%	11%	0%	0%
O=C1C(=O)N(CCS(=O)(=O)c2ccccc2)c2ccccc21	?	-1%[9.26 µM]	18%	-7%	15%	-4%	-12%	-3%	0%	-1%	1%
CCOc1cccc(/C=N/Nc2nc(N3CCCC3)nc(N3CCCC3)n2)c1O	-2%	-9%	-51%	?	8%	-7%	-5%	-16%	6%	-8%	8%
CCC(=O)N1CCc2cc(Br)cc(S(=O)(=O)CCC(=O)NCc3ccco3)c21	-9%	0%	5%	36%	5%	-3%	-10%	2%	0%	1%	-3%
COc1cccc(CC2(CO)CCN(Cc3ccc4cccc(F)c4n3)CC2)c1	-16%	0%	-43%	1%	-4%	10%	4%	7%	4%	1%	0%
Cn1ccsc1=NC(=O)c1ccc(Cl)c([N+](=O)[O-])c1	-1%	15%	15%	-10%	?	?	-7%	?	15%	-1%[1.84 µM]	2%
CC1CCC(NC(=O)CCNC(=O)c2ccccc2)CC1 (configuration not stated)	-1%	-3%	25%	3%	0%	4%	-14%	1%	-11%	0%	-1%
COC(=O)C1C2C=CC3(CN(Cc4cccs4)C(=O)C13)O2 (configuration not stated)	-6%	1%	10%	-5%[10 µM]	11%	-1%	2%	3%	2%	-4%	2%
COc1cc(C(=O)OCC(=O)Nc2ccc(OC(F)F)cc2)cc(OC)c1OC	-2%	-6%	-10%	?	-4%	-2%	10%	1%	-1%	-4%	2%
CC1(C)OC(=O)C(=Cc2ccc[nH]2)C(=O)O1	?	-4%	-3%	-5%	1%	-7%	5%	-3%	-1%	0%	1%
CCn1c(SCC(=O)OC)nnc1-c1ccc(C)cc1	1%	-1%	0%	11%	2%	-14%	-2%	-14%	2%	-2%	1%
COc1ccc(C(=O)C2CCCN(Cc3sc(N4CCCC4)nc3Cl)C2)c(OC)c1 (configuration not stated)	-5%	-7%	-43%	?	-4%	2%	8%	-1%	?	-14%	-8%
Nc1nc(SCC(=O)c2c(N)n(Cc3ccccc3)c(=O)[nH]c2=O)n[nH]1	-3%	1%	-4%	20%	0%	23%	15%	2%	4%	-4%	-4%
Cc1cc(/C=N/n2cnnc2)c(C)n1-c1ccc2c(c1)OCO2	-3%	1%	-25%	37%	-5%	0%	1%	-5%	·	-2%	1%
CC1=Nn2c(nnc2-c2n[nH]c3c2CCC3)SC1	-1%	12%	-6%	-5%	-3%	-4%	0%	3%	1%	2%	-5%
CCNC(=O)NC(=O)C(C)OC(=O)[C@H](C)NS(=O)(=O)c1c(C)c(C)cc(C)c1C (some centres not stated)	-10%	1%	-1%	23%	0%	5%	7%	0%	3%	-5%	0%
CCCOc1ccc(C2=NNC(c3cccs3)=Nc3ccc(OC)cc32)cc1	?	-2%	7%	21%	?	-10%	-4%	?	7%	-1%	0%
C#Cc1ccc(CN2CCN(Cc3ccsc3)C(CCO)C2)cc1 (configuration not stated)	-8%	-1%	7%	11%	-2%	-5%	1%	0%	0%	0%	0%
COc1ccc(/C(C)=N\NC(=O)c2ccc(-c3ccccc3)cc2)c(F)c1	-5%	6%	5%	?	5%	12%	?	1%	-3%	0%	-2%
CC(NC(=O)CNC(=O)c1ccc2c(c1)OCO2)c1ccc(S(N)(=O)=O)cc1 (configuration not stated)	·	2%	-3%	·	0%	·	·	3%	4%	3%	-3%
CCc1nn(CC(=O)NCCCN2CCOCC2)c(=O)c2cc3cc(F)ccc3n12	?	1%	0%	6%	2%	3%	-1%	1%	-4%	-4%	-4%
O=C(c1ccco1)N1CCN(c2ncnc3c2nnn3Cc2ccccc2Cl)CC1	-10%	-11%	-43%	?	-18%	1%	-2%	-5%	-7%	-1%	-3%
CC(C)C(NC(=O)C1CCCCC1)C(=O)NC1CCCC(C)C1C (configuration not stated)	-7%	-2%	-1%	6%	-1%	16%	10%	1%	-6%	-1%	-1%
COc1ccc(OC)c(NC(=O)c2ccc(S(=O)(=O)N3CCN(C)CC3)cc2)c1	?	-1%	3%	-15%	-12%	5%	-3%	0%	6%	1%	-2%
CCOC(=O)/C=C1\Nc2ccccc2SC1=O	5%	0%	0%	-4%	5%	-1%	-2%	-1%[2.3 µM]	1%	-4%	4%
CSc1nsc(SCC(=O)Nc2ccc(F)cc2)n1	-7%	8%	3%	32%	14%	28%	-11%	-20%	-1%	5%	0%
Cc1ccccc1OCc1nnc(SCC(=O)Nc2ccc3nc(SCC(=O)Nc4ccccc4)sc3c2)n1C	18%	4%	-14%	-3%	4%	2%	?	5%	-6%	-13%	-1%
COCCNC(=S)N1CCC(Cc2ccccc2)CC1	1%	-6%	-2%	-30%	0%	-13%	-2%	-4%	14%	-8%	-2%
COc1ccc(COC(=O)CCN=C2NS(=O)(=O)c3ccccc32)cc1F	·	0%	-22%	·	0%	·	·	-1%	6%	1%	-2%
Cc1cccc(N(CC(=O)N2CCN(c3ccccc3F)CC2)S(C)(=O)=O)c1	-7%	-5%	-24%	21%	-4%	2%	4%	-2%	3%	-4%	-6%
O=C(CNCCc1ccc(F)cc1)Nc1cc(F)ccc1F	1%	-5%	0%	-1%	-5%	8%	7%	7%	-7%	1%	-4%
CC1Sc2ccc(Cl)cc2-c2nc(N)ncc21 (configuration not stated)	-3%	-9%	-1%	-34%	-5%	6%	-14%	2%	2%	-2%	-1%

Source: PubChem

Not all compounds are listed; rates above refer to the full screens.
